Bioassay records deposited in PubChem BioAssay by National Center for Advancing Translational Sciences (NCATS).
AT treatment: potential ataxia-telangiectasia treatments restoring KAP-1 phosphorylation | Potency, µM (titrated, usually from 57.5 µM), for inactives: at the highest dose activation, actives largely listed as activators | 320,000 tested, 0.19% active | AID 485349 | […] A-T fibroblasts, KAP-1 phosphorylation AlphaLISA; neocarzinostatin DNA damage 30 min before lysis; also: potency is read from the fitted curve at half-maximal effect; % of control where 0% means no effect; nearly all actives have a fitted effect of over 45% in size
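hTERT-immortalized A-T patient fibroblasts ([…]), 500 cells/well in OPTI-MEM, 1% FBS, got compounds for 60 min, then NCS for 30 min at 37C. Lysates were then assayed for phospho-KAP-1 by AlphaLISA (anti-pKAP1 donor, anti-KAP1 acceptor beads), 6 hr at 25C.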
ELG1 DNA repair: ELG1-dependent DNA repair inhibition; HEK293T ELG1-luciferase reporter, luminescence, 16 h; DNA damage induced by 5-fluorouridine; Potency, µM (highest dose often 46.1 µM), inactives show top-dose activity change, negative = inhibition, most hits filed as inhibitors; 330,000 tested, 2.3% active; AID 504467; also: potency is read from the fitted curve at half-maximal effect; % is scaled to controls: 0 for no effect and ±100 for the full control effect; nearly all actives have a fitted effect of over 55% in size
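HEK293T cells expressing luciferase-tagged ELG1 (2,000/well) received 5-Fluorouridine plus compound or DMSO for 16 hr at 37 °C. Luciferase was read by ONE-Glo luminescence after 30 min at room temperature.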
Eya2 inh: Eya2 (human) phosphatase inhibition | O00167 | recombinant Eya2, OMFP fluorescence dephosphorylation (OMFP is methylfluorescein phosphate) | Potency, µM (highest dose often 76.9 µM), for inactives: top-dose activity, negative = inhibition, actives largely listed as inhibitors | 330,000 tested, 0.006% active | AID 488837; also: potency is read from the fitted curve at half-maximal effect; % is scaled to controls: 0 for no effect and ±100 for the full control effect
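Eya2 protein (added as 0.2 uM solution) was preincubated with compound for 10 min at ambient temperature in 50 mM HEPES pH 7.5, 50 mM NaCl, 5 uM MgCl2, 0.05% BSA, 1 mM DTT. OMFP (added at 50 uM) then reacted 10 min; fluorescence read at 485/525 nm.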
TSHR antag: blocks TSH signaling through the human TSH receptor; P16473; AID 504810; TSHR-expressing cells, TSH-stimulated cAMP HTRF, 2 h; hits give low values; activity change, negative = inhibition, % at 11.5 µM; 330,000 tested, 0.2% active;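 active = activity change below a set negative limit, meaning inhibition stronger than a set level, cut at about -70% in these data; inconclusive = activity change between two set negative limits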; also: % is scaled to controls: 0 for no effect and ±100 for the full control effect
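Read-out is FRET at 665 nm (cryptate excitation 337 nm) from a cryptate-tagged anti-cAMP antibody, competed by cell cAMP against cAMP-d2. Compounds are tested on freshly harvested TSHR cells challenged with 4nM TSH (EC80) for 2 hours at 37 deg C.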
Mito fusion yeast: blocks mitochondrial division or promotes mitochondrial fusion | S. cerevisiae fusion-defective mutant growth rescue, CellTiterGlo 48 h | Potency, µM (series often up to 46.1 µM), without a hit: top-dose growth rescue (activation), hits mostly activators | 320,000 tested, 0.23% active | AID 485298;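 also: potency is read from the fitted curve at half-maximal effect; % of control where 0% means no effect; nearly all actives have a fitted effect of over 45% in size; temperature-sensitive fusion mutants such as fzo1-1 at 37 °C on non-fermentable ethanol glycerol medium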
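Yeast fusion mutant, YPEG (non-fermentable carbon), compound, 48 h at 37C non-permissive; CellTiterGlo added, 10 min RT, luminescence read. Rescued growth = division inhibition.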
USP2a inh: inhibitors of human ubiquitin-specific protease USP2a. O75604. USP2 core, Ub-CHOP2 coupled fluorogenic reporter, 485/531. Potency, µM (top dose mostly 38.3 µM), inactives show at the top dose activity change, negative = inhibition, usual class: inhibitors. 330,000 tested, 0.01% active. AID 463254;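 also: potency is read from the fitted curve at half-maximal effect; plate controls were DMSO wells for no effect and full inhibition by NEM control for full effect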
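Deubiquitinase activity read as fluorescence (485/531 nm) after Ub-CHOP2 cleavage activates the enterokinase reporter on its substrate; USP2 core 10nM, Ub-CHOP2 and substrate 25nM each, 30min compound preincubation then 60min RT; data normalized to NEM, curves fitted.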
TCR act: activators of T cell receptors. Potency, µM (titrated, usually from 9.22 µM), inactives show at the highest dose activation of IL-2 secretion, most hits filed as activators. 330,000 tested, under 10 active. AID 504894. primary human leukocytes, anti-CD3, IL-2 HTRF, 48 h; also: % of control where 0% means no effect
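Compounds are tested in HTS on primary human leukocytes co-incubated with a-CD3 beads for 48 hr. IL-2 output is measured by time-resolved FRET.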
KCNH2 WT inh: blocks the wildtype human KCNH2 potassium channel; U2OS, BacMam KCNH2, thallium flux FluxOr; hits give low values; Q12809; AID 720551; activity change, % at 1.84 µM; 340,000 tested, 0.37% active;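 active = maximum activity change below -70%; inconclusive = maximum activity change between -70% and -50%; inactive = maximum activity change above -50%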; also: % is scaled to controls: 0 for no effect and ±100 for the full control effect
Target sequence (Q12809 whole entry, looked up): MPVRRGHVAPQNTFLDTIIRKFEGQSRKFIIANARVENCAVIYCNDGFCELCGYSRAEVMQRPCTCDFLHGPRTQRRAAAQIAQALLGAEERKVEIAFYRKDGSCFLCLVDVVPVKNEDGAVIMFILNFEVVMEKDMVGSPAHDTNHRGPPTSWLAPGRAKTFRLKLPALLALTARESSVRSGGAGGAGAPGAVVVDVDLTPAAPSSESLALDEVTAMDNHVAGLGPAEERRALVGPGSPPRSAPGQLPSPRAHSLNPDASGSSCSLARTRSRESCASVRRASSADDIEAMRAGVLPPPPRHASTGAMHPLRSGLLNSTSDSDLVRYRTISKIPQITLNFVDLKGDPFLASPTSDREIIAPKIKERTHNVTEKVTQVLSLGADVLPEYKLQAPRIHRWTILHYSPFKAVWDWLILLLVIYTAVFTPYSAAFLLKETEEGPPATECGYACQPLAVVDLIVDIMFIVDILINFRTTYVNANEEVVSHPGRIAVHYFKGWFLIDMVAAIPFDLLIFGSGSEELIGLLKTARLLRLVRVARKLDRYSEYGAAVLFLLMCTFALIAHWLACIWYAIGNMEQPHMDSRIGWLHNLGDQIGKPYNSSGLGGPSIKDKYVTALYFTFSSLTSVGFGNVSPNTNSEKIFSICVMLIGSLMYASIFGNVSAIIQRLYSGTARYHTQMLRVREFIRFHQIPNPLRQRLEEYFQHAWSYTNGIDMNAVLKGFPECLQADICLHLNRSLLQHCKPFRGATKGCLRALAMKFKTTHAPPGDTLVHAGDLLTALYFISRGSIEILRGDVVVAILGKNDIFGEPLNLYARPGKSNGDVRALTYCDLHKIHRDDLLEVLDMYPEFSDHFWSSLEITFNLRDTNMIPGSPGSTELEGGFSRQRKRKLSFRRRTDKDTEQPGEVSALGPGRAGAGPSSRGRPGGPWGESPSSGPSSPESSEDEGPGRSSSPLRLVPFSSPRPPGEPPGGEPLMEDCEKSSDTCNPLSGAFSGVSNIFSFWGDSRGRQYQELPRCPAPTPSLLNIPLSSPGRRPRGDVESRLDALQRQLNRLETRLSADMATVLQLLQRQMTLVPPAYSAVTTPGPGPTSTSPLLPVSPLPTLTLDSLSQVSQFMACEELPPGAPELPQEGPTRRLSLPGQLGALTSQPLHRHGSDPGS
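U2OS cells were transduced with wild-type KCNH2 virus (2.03 x 10^8 / mL) for 4 h at room temperature, then cultured overnight at 37 C. Thallium flux was read with FluxOr dye. Rate constants were normalized to DMSO controls.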
KCNH2 3.1 block: blocks the human KCNH2 3.1 channel isoform; 340,000 tested, 0.95% active; U2OS KCNH2 3.1, thallium flux FluxOr; hits give low values; activity change, % (tested at about 1.8 µM);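 active = maximum activity change below -70%; inconclusive = maximum activity change from -70% to -50%; inactive = maximum activity change above -50%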;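 also: thallium influx rate constant from kinetic fluorescence after stimulation buffer; % is scaled to controls: 0 for no effect and ±100 for the full control effect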
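Virally transduced U2OS (3.1 isoform, 4 h infection in dark at RT) → overnight 37 C → FluxOr + Red40 in HBSS/HEPES, 45 min → stimulation buffer, 2 min kinetic read → rate constant vs DMSO controls.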
TRPV1 agonist: activates the human vanilloid receptor TRPV1; Q8NER1; TRPV1-expressing cells, Fluo-8 calcium influx, agonist mode; activation, % at 8.33 µM; 320,000 tested, 0.19% active; AID 540275; in the data active = activation above about 80%; inconclusive = between about 30% and that limit; also: 0% is about no effect
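TRPV1-expressing cells were cultured overnight at 35.5C and loaded with Fluo-8 calcium dye for 40 to 90 min at room temperature. After a 10 s baseline, compound was added and calcium influx was read kinetically for 3 min (ex 480/em 520 nm).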
* hit, by the source's call; [ ] = dose if it differs, or a comment. Unless noted, calls follow the shape of the dose curve; as a rule, active = well fitted curve in the direction sought with a large enough effect; inconclusive = small, poorly fitted or top-dose-only effect, or another doubt; inactive = no such curve, though single readings can be large; an effect the other way counts as inactive or inconclusive. The list is partial; rates above refer to the full screens.

How did Cc1ccccc1C(=O)OC1CCCN(C)C1 (centres undefined) do in these assays?
AT treatment: 0%; ELG1 DNA repair: 27%; Eya2 inh: -2%; TSHR antag: -9; Mito fusion yeast: 2%; USP2a inh: 4%; TCR act: -4%; KCNH2 WT inh: 4; KCNH2 3.1 block: 22; TRPV1 agonist: 0

What do the screens show for `CCc1ccc(NC(=O)C(=O)N/N=C(\C)CC(=O)NCc2ccc(Cl)cc2)cc1`?
AT treatment: -3%; ELG1 DNA repair: inconclusive; Eya2 inh: 3%; TSHR antag: -13; Mito fusion yeast: inconclusive; USP2a inh: 5%; TCR act: -3%; KCNH2 WT inh: -15; KCNH2 3.1 block: -21; TRPV1 agonist: 3

What do the screens show for `Cn1nnc(NCc2cc(Br)ccc2OCc2cccs2)n1`?
AT treatment: 0%; ELG1 DNA repair: -3%; Eya2 inh: -7%; TSHR antag: 6; Mito fusion yeast: 5%; USP2a inh: 0%; TCR act: -4%; KCNH2 WT inh: -7; KCNH2 3.1 block: 0; TRPV1 agonist: 2

What do the screens show for `Cc1ccc(-c2nnc(-n3ncc(C#N)c3N)c3ccccc23)cc1C`?
AT treatment: -3%; ELG1 DNA repair: -3%; Eya2 inh: 1%; TSHR antag: 13; Mito fusion yeast: 1%; USP2a inh: 1%; TCR act: 5%[46.1 µM]; KCNH2 WT inh: -13; KCNH2 3.1 block: -34; TRPV1 agonist: 16

How did CC(=O)c1ccc(NC(=O)C2CC(=O)N(Cc3ccccc3)C2)cc1 (centres undefined) do in these assays?
AT treatment: 0%; ELG1 DNA repair: inconclusive; Eya2 inh: -2%; TSHR antag: 1; Mito fusion yeast: -2%; USP2a inh: 6%; TCR act: -3%; KCNH2 WT inh: -1; KCNH2 3.1 block: 4; TRPV1 agonist: 1

Results for COc1ccc(NS(=O)(=O)c2cc(-c3cnc(C4CC4)o3)ccc2C)cc1 ?
AT treatment: 3%; ELG1 DNA repair: 7%; Eya2 inh: 0%; TSHR antag: inconclusive; Mito fusion yeast: 6%; USP2a inh: -1%; TCR act: 1%; KCNH2 WT inh: 7; KCNH2 3.1 block: -30; TRPV1 agonist: -1

How did COc1ccc(-c2cn3c(C)c(C(=O)NC(C)(C)C)sc3n2)cc1 do in these assays?
AT treatment: -2%; ELG1 DNA repair: inconclusive; Eya2 inh: inconclusive; TSHR antag: -7; Mito fusion yeast: 5%; USP2a inh: 1%; TCR act: 0%; KCNH2 WT inh: -7; KCNH2 3.1 block: -7; TRPV1 agonist: 1

How did C/C(=N\NC(=O)C(c1ccccc1)c1ccccc1)c1ccccn1 do in these assays?
AT treatment: 13%; ELG1 DNA repair: -24%; Eya2 inh: -2%; TSHR antag: 4; Mito fusion yeast: -25%; USP2a inh: 4%; TCR act: -1%[46.1 µM]; KCNH2 WT inh: 5; KCNH2 3.1 block: -3; TRPV1 agonist: 20

Results for CC(C)[C@H](NC(=O)OCc1ccccc1)C(=O)OCC(=O)c1ccccc1 ?
AT treatment: 1%; ELG1 DNA repair: inconclusive; Eya2 inh: -4%; USP2a inh: -7%; TCR act: 5%; KCNH2 WT inh: -4; KCNH2 3.1 block: -8

How did NC(=O)c1nnsc1-c1ccc(-c2snnc2C(N)=O)cc1 do in these assays?
AT treatment: -5%; ELG1 DNA repair: 1%; Eya2 inh: -8%; TSHR antag: 4; Mito fusion yeast: 2%; USP2a inh: -3%; TCR act: -2%; KCNH2 WT inh: 6; KCNH2 3.1 block: -6; TRPV1 agonist: 3

Results for Cc1nc2c(C)cccn2c(=O)c1NC(=O)COc1ccccc1 ?
AT treatment: -2%; ELG1 DNA repair: 21%; Eya2 inh: 31%; TSHR antag: -9; Mito fusion yeast: 7%; USP2a inh: 1%; TCR act: -1%; KCNH2 WT inh: 6; KCNH2 3.1 block: 16; TRPV1 agonist: 0

What do the screens show for `Cc1ccc(NS(=O)(=O)c2cc(C(=O)N3CCc4ccccc4C3)ccc2Cl)cc1`?
AT treatment: 0%; ELG1 DNA repair: inconclusive; Eya2 inh: 13%; TSHR antag: 18; Mito fusion yeast: 28%; USP2a inh: -2%; TCR act: -5%; KCNH2 WT inh: -261*; KCNH2 3.1 block: 0; TRPV1 agonist: 1

How did O=C(CCn1cccc1)Nc1ccccc1F do in these assays?
AT treatment: -1%; ELG1 DNA repair: 23%; Eya2 inh: 6%; TSHR antag: 2; Mito fusion yeast: 0%; USP2a inh: 3%; TCR act: 6%; KCNH2 WT inh: -10; KCNH2 3.1 block: -28; TRPV1 agonist: 2

Results for COc1ccc(Cl)cc1NC(=O)CCNS(=O)(=O)c1cccc2nonc12 ?
AT treatment: -1%; ELG1 DNA repair: -4%; Eya2 inh: -21%; TSHR antag: -8; Mito fusion yeast: -8%; USP2a inh: -2%; TCR act: -4%; KCNH2 WT inh: 2; KCNH2 3.1 block: 0; TRPV1 agonist: -1

Results for O=C(COC(=O)CCSc1ccc(Cl)cc1)Nc1ccc(F)cc1 ?
AT treatment: 1%; ELG1 DNA repair: 11%; Eya2 inh: 1%; TSHR antag: 22; Mito fusion yeast: 7%; USP2a inh: -10%; TCR act: 10%[46.1 µM]; KCNH2 WT inh: 1; KCNH2 3.1 block: -5; TRPV1 agonist: -6

How did Cc1cccc(S(=O)(=O)Nc2ccc(C)c3c2OC(C)(C)C3)c1 do in these assays?
AT treatment: 14%; ELG1 DNA repair: -30%; Eya2 inh: 0%; TSHR antag: -13; Mito fusion yeast: 2%; USP2a inh: -6%; TCR act: -3%; KCNH2 WT inh: -5; KCNH2 3.1 block: -7; TRPV1 agonist: -1

What do the screens show for `CC(C)(C)c1cc(CCC(=O)NNC(=S)NC(=O)c2ccccc2)cc(C(C)(C)C)c1O`?
AT treatment: 0%; ELG1 DNA repair: 17%; Eya2 inh: -6%; TSHR antag: -11; Mito fusion yeast: -8%; USP2a inh: 3%; TCR act: 3%[46.1 µM]; KCNH2 WT inh: 5; KCNH2 3.1 block: -15; TRPV1 agonist: 21

How did CN(Cc1cnn(C)c1)C(=O)C1CCC(=O)N(C2CCCCCC2)C1 (centres undefined) do in these assays?
AT treatment: 10%; ELG1 DNA repair: 21%; Eya2 inh: 0%; TSHR antag: 12; Mito fusion yeast: 0%; USP2a inh: -1%; TCR act: 1%; KCNH2 WT inh: 24; KCNH2 3.1 block: -11; TRPV1 agonist: 2

How did CCCCOc1cccc(C(=O)NC(=S)Nc2ccc(Cl)c(C(=O)O)c2)c1 do in these assays?
AT treatment: 8%; ELG1 DNA repair: -1%; Eya2 inh: inconclusive; TSHR antag: -17; Mito fusion yeast: 4%; USP2a inh: 0%; TCR act: 2%; KCNH2 WT inh: -9; KCNH2 3.1 block: 2; TRPV1 agonist: 0

What do the screens show for `O=C(CNS(=O)(=O)c1c(F)cc(F)cc1Br)OCC(=O)N1CCCC1=O`?
AT treatment: 0%; ELG1 DNA repair: inconclusive; Eya2 inh: 7%; TSHR antag: 10; Mito fusion yeast: -6%; USP2a inh: 2%; TCR act: 6%; KCNH2 WT inh: 3; KCNH2 3.1 block: 21; TRPV1 agonist: 2

How did O=C(COc1ccc([N+](=O)[O-])cc1)NNC(=S)NC(=O)c1ccc(Br)cc1 do in these assays?
AT treatment: -1%; ELG1 DNA repair: -6%; Eya2 inh: 8%; TSHR antag: -12; Mito fusion yeast: 11%; USP2a inh: 0%; TCR act: -2%; KCNH2 WT inh: -6; KCNH2 3.1 block: 5; TRPV1 agonist: -1

Some of these compounds in order of heavy-atom count, smallest number first:
How did COc1ccc(-c2cn3c(C)c(C(=O)NC(C)(C)C)sc3n2)cc1 do in these assays?
AT treatment: -2%; ELG1 DNA repair: inconclusive; Eya2 inh: inconclusive; TSHR antag: -7; Mito fusion yeast: 5%; USP2a inh: 1%; TCR act: 0%; KCNH2 WT inh: -7; KCNH2 3.1 block: -7; TRPV1 agonist: 1

How did C/C(=N\NC(=O)C(c1ccccc1)c1ccccc1)c1ccccn1 do in these assays?
AT treatment: 13%; ELG1 DNA repair: -24%; Eya2 inh: -2%; TSHR antag: 4; Mito fusion yeast: -25%; USP2a inh: 4%; TCR act: -1%[46.1 µM]; KCNH2 WT inh: 5; KCNH2 3.1 block: -3; TRPV1 agonist: 20

What do the screens show for `Cc1ccc(NS(=O)(=O)c2cc(C(=O)N3CCc4ccccc4C3)ccc2Cl)cc1`?
AT treatment: 0%; ELG1 DNA repair: inconclusive; Eya2 inh: 13%; TSHR antag: 18; Mito fusion yeast: 28%; USP2a inh: -2%; TCR act: -5%; KCNH2 WT inh: -261*; KCNH2 3.1 block: 0; TRPV1 agonist: 1
